L3MBTL1 block: inhibitors of human L3MBTL1; Q9Y468; AlphaScreen L3MBTL1–H3K9me1 peptide binding; 230,000 compounds, 0.66% hits; Potency, µM (highest dose often 57.1 µM), without a hit: at the highest dose activity, negative = inhibition, hits mostly inhibitors; also: potency is read from the fitted curve at half-maximal effect; % is scaled to controls: 0 for no effect and ±100 for the full control effect; nearly all actives have a fitted effect of over 60% in size
Target sequence (Q9Y468 whole entry, looked up): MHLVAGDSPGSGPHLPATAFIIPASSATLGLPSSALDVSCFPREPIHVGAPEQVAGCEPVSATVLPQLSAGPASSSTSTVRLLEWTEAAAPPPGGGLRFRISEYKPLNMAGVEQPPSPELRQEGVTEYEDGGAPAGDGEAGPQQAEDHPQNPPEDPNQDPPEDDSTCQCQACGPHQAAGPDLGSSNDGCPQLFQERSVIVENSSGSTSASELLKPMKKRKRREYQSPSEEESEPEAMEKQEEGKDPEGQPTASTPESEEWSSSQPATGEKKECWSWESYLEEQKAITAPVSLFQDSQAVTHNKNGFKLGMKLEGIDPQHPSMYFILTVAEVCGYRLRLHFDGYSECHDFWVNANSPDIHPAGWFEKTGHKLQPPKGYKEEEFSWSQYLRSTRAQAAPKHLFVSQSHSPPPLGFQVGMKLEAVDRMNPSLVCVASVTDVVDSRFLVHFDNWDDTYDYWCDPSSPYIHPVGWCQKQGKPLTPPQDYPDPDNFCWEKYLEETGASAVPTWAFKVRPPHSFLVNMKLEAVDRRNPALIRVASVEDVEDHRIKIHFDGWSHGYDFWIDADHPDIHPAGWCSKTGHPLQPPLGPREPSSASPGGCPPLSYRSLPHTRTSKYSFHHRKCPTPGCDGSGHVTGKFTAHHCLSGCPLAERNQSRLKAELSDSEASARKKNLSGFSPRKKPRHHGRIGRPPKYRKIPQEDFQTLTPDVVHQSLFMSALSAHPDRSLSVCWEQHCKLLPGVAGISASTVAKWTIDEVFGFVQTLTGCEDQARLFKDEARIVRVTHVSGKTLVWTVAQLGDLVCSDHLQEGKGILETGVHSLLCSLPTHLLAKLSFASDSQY
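Read-out is AlphaScreen signal from streptavidin donor and nickel chelate acceptor beads (10 ug/mL final each) bridging L3MBTL1 (50 nM) and biotinylated K9-monomethylated H3(1-15) peptide (75 nM), after 30 min compound exposure at room temperature.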
CBFb RUNX1 block: CBF-beta/RUNX1 interaction disruption | Q01196+Q13951 | AlphaScreen CBFb-His/RUNX1-biotin binding, biochemical | Potency, µM (doses to about 59.8 µM), for the others: top-dose activity, negative = inhibition, most hits filed as inhibitors | 230,000 tested, under 10 active; also: % of control where 0% means no effect
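His-tagged CBF-beta and biotinylated RUNX1 (30 nM each) were premixed 20 min at room temperature, exposed to compound for 15 min, then given nickel-chelate and streptavidin AlphaScreen beads (50 ng each). After 90 min, AlphaScreen signal was read.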
Epigenetic derep: derepresses silenced GFP reporter in murine cells | murine LDR cells, GFP reporter derepression, 30 h | Potency, µM (doses to about 53.9 µM), without a hit: at the highest dose GFP activation, hits mostly activators | 280,000 compounds, 0.2% hits | AID 1865; also: potency is read from the fitted curve at half-maximal effect; % of control where 0% means no effect; nearly all actives have a fitted effect of over 60% in size
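GFP-positive cell count by laser-scanning cytometry (objects 20–120 um) after 30 h, 37 C compound exposure of murine LDR cells; reporter is CMV-GFP integrated at a silenced locus, inducible by HDAC or DNMT inhibitors.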
NPSR antag: blocks cAMP signaling of the human neuropeptide S receptor; Q6W5P4; CHO-NPSR cells, cAMP TR-FRET, antagonist mode; Potency, µM (titrated, usually from 38.3 µM), for the others: at the top dose activity change, negative = inhibition, usual class: inhibitors; 220,000 compounds, 1% hits; AID 1461; also: potency is read from the fitted curve at half-maximal effect; % is scaled to controls: 0 for no effect and ±100 for the full control effect; nearly all actives have a fitted effect of over 50% in size; many of its hits are not listed in these tables
IMPase Li inh: membrane-permeable IMPase blocker, potentiated with lithium; CHO-M1 cells, IP1 TR-FRET (IP-One), carbachol + lithium; Potency, µM (series often up to 59.4 µM), without a hit: at the highest dose activity, negative = IMPase inhibition, actives largely listed as inhibitors; 210,000 compounds, 0.35% hits; AID 1457;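 also: IP1 builds up when IMPase is blocked and the TR-FRET signal falls; potency is read from the fitted curve at half-maximal effect; plate controls were basal vehicle for no effect and high inhibitor control for full effect; nearly all actives have a fitted effect of over 50% in size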
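CHO-M1, 2000 cells/well, 16–30 h culture; cpd + low Li+, 30 min 37C; lysis with d2-IP1/Eu-anti-IP1 Ab, 10 min RT; TR-FRET 665/620 ratio and 620 channel; AC50 via Hill.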
KinaseGlo FLuc: blocks Kinase-Glo luciferase, a counter-screen artifact | Q27757 | Kinase-Glo luciferase, ATP luminescence, 8 min | Potency, µM (series often up to 38.3 µM), for inactives: at the highest dose activity change, negative = inhibition, actives largely listed as inhibitors | 200,000 compounds, 0.28% hits | AID 1379; also: potency is read from the fitted curve at half-maximal effect; % is scaled to controls: 0 for no effect and ±100 for the full control effect; nearly all actives have a fitted effect of over 60% in size
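Recombinant Kinase-Glo luciferase, 10 uM ATP (linear range), luciferin; imidazole pH 7.2 / KCl / MgCl2 / Tween / BSA buffer; 8 min RT; luminescence.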
HttQ103 aggreg: reduces HttQ103-GFP aggregates in PC12 cells. PC12 HttQ103-GFP aggregates, Acumen cytometry, 40 h. Potency, µM (titrated, usually from 46.1 µM), without a hit: top-dose activity change, negative = inhibition, actives largely listed as inhibitors. 220,000 compounds, 1.1% hits. AID 1688; also: potency is read from the fitted curve at half-maximal effect; % is scaled to controls: 0 for no effect and ±100 for the full control effect; nearly all actives have a fitted effect of over 60% in size
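Aggregate formation scored by laser-scanning cytometer (488 excitation, 500–530 emission) in lysed PC12 cells expressing Q103-GFP after 100 nM tebufenozide induction; library tested in dose series, with ATPLite reagent added in the multiplex.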
* hit, by the source's call; ? = inconclusive; . = not tested or not shown; & = joins results of further samples; [ ] = remark or other dose. Calls follow the shape of the dose curve; as a rule, active = well fitted curve in the direction sought with a large enough effect; inconclusive = small, poorly fitted or top-dose-only effect, or another doubt; inactive = no such curve, though single readings can be large; an effect the other way counts as inactive or inconclusive. This is a subset (hit frequency here may not be typical).

Assay codes – A = L3MBTL1 block; B = CBFb RUNX1 block; C = Epigenetic derep; D = NPSR antag; E = IMPase Li inh; F = KinaseGlo FLuc; G = HttQ103 aggreg
> Cc1sc2nc(SCC(=O)N3CCN(CCO)CC3)n(-c3ccccc3)c(=O)c2c1C
  A: ?	B: -7%	C: -2.1%	D: -7%[46.1 µM]	E: ?	F: 1%	G: 4%
> COc1ccccc1CNC(=O)COC(=O)Cc1ccc(Cl)cc1
  A: 28%	B: 11%	C: -2.1%	D: 22%	E: 8%	F: -1%	G: 4%
> COc1ccc(C(=O)N/N=C2\CCc3ccccc32)cc1OC
  A: .	B: 11%	C: -3.8%	D: 5%	E: 11%	F: -2%	G: -5%
> CCOC(=O)c1cnn(-c2ncnc3c2oc2ccccc23)c1N
  A: .	B: 6%	C: -1.0%	D: -2%[46.1 µM]	E: 5%[38.3 µM]	F: -5%	G: -14%
> CCCn1c(N)c(C(=S)NC(=O)C2CC2)c(=O)n(C)c1=O
  A: 3%	B: -2%	C: 2.5%	D: 9%	E: -5%	F: -2%	G: -8%
> O=S(=O)(c1ccc(F)cc1)N1CCC(O)(c2ccc3c(c2)OCO3)CC1
  A: 12%	B: -1%	C: -2.3%	D: 9%[46.1 µM]	E: 3%[38.3 µM]	F: 1%	G: -16%
> COCCn1c(-c2cc(OC)c(OC)c(OC)c2)nc2oc3ccccc3c(=O)c2c1=O
  A: .	B: 12%	C: 0.0%	D: 0%[46.1 µM]	E: 23%[38.3 µM]	F: -5%	G: -13%
> CN1CCN(C(=O)C(Cc2ccccc2)NS(=O)(=O)c2ccc3c(c2)CCC(=O)N3)CC1 (stereo unspecified)
  A: 1%	B: 1%	C: 0.7%	D: 1%[46.1 µM]	E: 4%[38.3 µM]	F: -2%	G: -20%
> Fc1ccccc1N1CCN(C2CCN(Cc3c[nH]c4ccccc34)CC2)CC1
  A: -14%	B: 3%	C: 6.6%	D: 9%[46.1 µM]	E: -8%[38.3 µM]	F: -7%	G: -8%
> NC(=O)c1sc2nc3c(c(-c4ccc(Cl)cc4)c2c1N)CCCC3
  A: .	B: 20%	C: -3.7%	D: ?	E: 18%[38.3 µM]	F: -4%	G: -3%
> COc1ccc(C(=O)Nc2cc(C(C)=O)c(C)oc2=O)cc1
  A: .	B: -2%	C: 2.1%	D: -5%	E: 8%	F: ?	G: ?
> c1ccc2oc(SCc3cn4ccsc4n3)nc2c1
  A: 1%	B: ?	C: -3.1%	D: -12%[46.1 µM]	E: -3%[38.3 µM]	F: -12%	G: -26%
> C[C@@H]1C=C[C@](Cc2ccccc2)(C(=O)NCC2CC2)N1C(=O)c1ccccc1
  A: 1%	B: 8%[2.36 µM]	C: 2.9%&5.7%	D: 12%	E: 5%&-5%	F: 0%&-2%	G: -15%
> Cc1c(NC(=S)SCc2ccccc2)c(=O)n(-c2ccccc2)n1C
  A: 1%	B: 4%	C: -0.4%	D: -4%	E: 13%	F: 4%	G: 28%
> CC(C)COP(=O)(CNC(=O)CN1C(=O)c2ccccc2S1(=O)=O)OCC(C)C
  A: 1%	B: 3%	C: 1.1%	D: 12%	E: 4%	F: 1%	G: 5%

The list goes on.
Assay codes – A = L3MBTL1 block; B = CBFb RUNX1 block; C = Epigenetic derep; D = NPSR antag; E = IMPase Li inh; F = KinaseGlo FLuc; G = HttQ103 aggreg
> COC(=O)c1sccc1NC(=O)c1cccs1
  A: -3%	B: 7%	C: 0.0%	D: ?	E: .	F: .	G: 12%[9.22 µM]
> CN(C)S(=O)(=O)c1cc(NC(=O)CN2CCNC(=O)C2)ccc1Cl
  A: -10%	B: 13%	C: -1.5%	D: 14%	E: 3%	F: -4%	G: -2%
> Cc1ccc2cc(/C=N/NC(=O)[C@H](C)NC(=O)OC(C)(C)C)c(Cl)nc2c1
  A: 15%	B: -4%	C: 0.0%	D: 11%	E: -5%	F: -1%	G: 3%
> O=C1CNC(=O)N1Cc1ccc(Br)cc1
  A: .	B: 13%	C: -1.0%	D: 11%[46.1 µM]	E: 3%[38.3 µM]	F: 0%	G: -1%
> [O-][N+](=Nc1ccccc1)c1ccccc1
  A: .	B: 14%[21.7 µM]	C: .	D: .	E: 3%	F: .	G: 1%
> Cc1onc(-c2ccccc2)c1-c1nc2ccccc2c(=O)o1
  A: .	B: 6%	C: 1.0%	D: ?	E: 22%[38.3 µM]	F: -2%	G: 12%
> COc1ccccc1N1C(=O)CC(Sc2ncccc2C(=O)O)C1=O (stereo unspecified)
  A: 9%	B: 2%	C: -0.8%	D: -8%[46.1 µM]	E: 2%	F: 0%	G: 10%
> O=C(NCc1ccccc1)c1cc(-c2cccc(O)c2)on1
  A: 3%	B: 0%	C: 1.1%	D: -10%	E: 3%	F: .	G: 11%[9.22 µM]
> CCOC(=O)C1CCCN(Cc2cc(=O)oc3cc(C)ccc23)C1 (stereo unspecified)
  A: .	B: 5%	C: 1.7%	D: -41%	E: 18%	F: 7%	G: 9%
> N#CC(=C=[N-])c1nc2ccccc2nc1-[n+]1cccc(NC(=O)c2ccccc2)c1
  A: 0%&-12%	B: -2%&-14%	C: -3.3%&1.3%	D: -21%&0%	E: .	F: .	G: 12%&1%[9.22 µM]
> S=C(c1ccc(-c2cccc(Cl)c2)o1)N1CCOCC1
  A: .	B: -21%	C: -1.0%	D: -3%[46.1 µM]	E: 4%[38.3 µM]	F: -1%	G: -10%
> Cc1ccc(CN(Cc2ccco2)C(=S)NCC(=O)NC2CC2)cc1
  A: .	B: 2%	C: 0.6%	D: 4%	E: -7%	F: -2%	G: -10%
> COc1ccc2ccccc2c1C1CC(=O)N2CN(C3CCCCC3)CSC2=C1C#N (stereo unspecified)
  A: -14%	B: 1%	C: 1.7%	D: -8%[46.1 µM]	E: 6%[38.3 µM]	F: 3%	G: ?
> CNC(=O)COC(=O)c1ccc(NC(=O)CC#N)cc1
  A: .	B: 5%	C: -0.1%	D: -5%[46.1 µM]	E: 17%[38.3 µM]	F: -3%	G: 4%
> O=C(CSc1nnc(NC(=O)C2CC2)s1)NCc1cccs1
  A: -12%	B: 19%	C: -1.1%	D: 1%	E: 5%	F: -6%	G: -1%

In a second layout: results already given
Results follow in this order: L3MBTL1 block | CBFb RUNX1 block | Epigenetic derep | NPSR antag | IMPase Li inh | KinaseGlo FLuc | HttQ103 aggreg
> O=C1CNC(=O)N1Cc1ccc(Br)cc1
→ . | 13% | -1.0% | 11%[46.1 µM] | 3%[38.3 µM] | 0% | -1%
> COC(=O)c1sccc1NC(=O)c1cccs1
→ -3% | 7% | 0.0% | ? | . | . | 12%[9.22 µM]
> CNC(=O)COC(=O)c1ccc(NC(=O)CC#N)cc1
→ . | 5% | -0.1% | -5%[46.1 µM] | 17%[38.3 µM] | -3% | 4%
> Cc1ccc2cc(/C=N/NC(=O)[C@H](C)NC(=O)OC(C)(C)C)c(Cl)nc2c1
→ 15% | -4% | 0.0% | 11% | -5% | -1% | 3%
> COc1ccccc1N1C(=O)CC(Sc2ncccc2C(=O)O)C1=O (stereo unspecified)
→ 9% | 2% | -0.8% | -8%[46.1 µM] | 2% | 0% | 10%

The listing continues:
Assay codes – A = L3MBTL1 block; B = CBFb RUNX1 block; C = Epigenetic derep; D = NPSR antag; E = IMPase Li inh; F = KinaseGlo FLuc; G = HttQ103 aggreg
> COc1ccc(CCNC(=O)CSc2ccccn2)cc1
  A: 26%	B: -1%	C: 0.9%	D: 11%	E: -1%	F: -1%	G: -5%
> COc1ccc(-c2cc3nc(C)c(CCC(=O)NC(C)CCc4ccco4)c(C)n3n2)c(OC)c1 (stereo unspecified)
  A: .	B: 3%	C: 1.8%	D: -23%[46.1 µM]	E: -20%[38.3 µM]	F: 9%	G: 20%[9.22 µM]
> Cc1ccc(S(=O)(=O)N2CCOCC2)cc1NC(=O)COC(=O)CSc1ccc(Br)cc1C
  A: .	B: 3%	C: 0.1%	D: -6%[46.1 µM]	E: 2%[38.3 µM]	F: -4%	G: -7%
> CCN1C(=O)C(CC(=O)Nc2ccc(OC)cc2)N(Cc2ccc(OC)c(OC)c2)C1=S (stereo unspecified)
  A: 0%	B: 4%	C: 3.1%	D: ?	E: .	F: .	G: -10%[9.22 µM]
> Cc1cc(C)c(C#N)c(SCc2[nH]nc3c2C(c2ccccc2)C(C#N)=C(N)O3)n1 (stereo unspecified)
  A: .	B: -1%	C: -0.7%	D: -19%[46.1 µM]	E: -12%[38.3 µM]	F: -3%	G: 14%
> O=C(Nc1ccc(Cl)cn1)C1CC1
  A: 4%	B: -15%	C: -0.5%	D: 9%	E: 0%	F: 1%	G: 4%
> CC(C)Oc1ccc(Cn2c(-c3ccco3)n[nH]c2=S)cc1
  A: -1%	B: 10%	C: ?	D: -13%[46.1 µM]	E: 23%	F: 4%	G: -4%
> O=C(COC(=O)/C=C/c1ccccc1[N+](=O)[O-])NCC1CCCO1 (stereo unspecified)
  A: .	B: -14%	C: -5.7%	D: -1%	E: -4%	F: 0%	G: 0%
> Cc1nonc1C1CCCN1Cc1cn[nH]c1-c1ccc2c(c1)OCO2 (stereo unspecified)
  A: -9%	B: 20%	C: 2.5%	D: 18%	E: .	F: .	G: ?
> Cn1cnc(S(=O)(=O)NCc2cccs2)c1
  A: 6%	B: -4%	C: -1.2%	D: 1%[46.1 µM]	E: 3%	F: 5%	G: -9%
> O=C(CN1C(=O)C2CC=C(Cl)CC2C1=O)NCc1ccccc1 (stereo unspecified)
  A: -7%	B: -10%	C: 0.0%	D: -14%[46.1 µM]	E: 6%[38.3 µM]	F: -1%	G: 12%
> Cc1cc(NC(=O)CCC(=O)N(CCC(C)C)C(C(=O)NC2CCCC2)c2cccnc2)no1 (stereo unspecified)
  A: 5%	B: 1%	C: -1.0%	D: 2%[46.1 µM]	E: 5%[38.3 µM]	F: 0%	G: 11%
> CCOC(=O)Cn1nc(CC)c2ccccc2c1=O
  A: 10%	B: 2%	C: -1.4%	D: 2%[46.1 µM]	E: -4%[38.3 µM]	F: -6%	G: 1%
> Cc1ccc(C)c(Nc2ccc(C(=O)NCCc3ccccc3)cn2)c1
  A: 0%	B: 0%	C: 0.0%	D: -27%	E: -1%	F: 1%	G: 28%
> COc1ccccc1NC(=O)CN1CCN(Cc2ccccc2)CC1
  A: -2%[11.4 µM]	B: 11%	C: 0.0%	D: 0%[46.1 µM]	E: 22%[38.3 µM]	F: -2%	G: -6%
> COC(=O)CN(C(=S)Nc1ccc(Cl)cc1)C1CC(=O)N(c2ccc(OC)cc2)C1=O (stereo unspecified)
  A: 5%	B: -4%	C: 0.9%	D: -19%[46.1 µM]	E: -12%[38.3 µM]	F: -2%	G: -13%
